# LYP phosphatase = inhibitors of LYP phosphatase, biochemical, fluorescence intensity, uHTS (AID 1779); inhibition, % at 11.5 µM; hits with a dose series show IC50 in µM; recombinant LYP phosphatase, fluorescence intensity; higher % means a stronger effect; Tyrosine-protein phosphatase non-receptor type 22 (Homo sapiens); actives 0.054% (n = 290,000); in the data active = inhibition above about 50%;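 note: plate controls were vehicle with enzyme for no effect and no enzyme for full effect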
# NTR1 agonist = agonists of NTR1, primary screen, imaging, U2OS cells, beta-arrestin-GFP, high content (AID 493036); Neurotensin receptor type 1 (Homo sapiens), P30989; NTR1-U2OS beta-arrestin-GFP spot imaging, agonist mode; activation, % at 20 µM; actives 0.17% (n = 330,000);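 active = activation at or above 40% of the spot to cytoplasm intensity ratio, with at least 20 cells analyzed; inconclusive = wells under 20 cells, flagged as cytotoxic or low count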;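 note: 0% = DMSO without peptide and 100% = 100 nM NTR1 peptide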
# Target sequence (P30989 whole entry, looked up): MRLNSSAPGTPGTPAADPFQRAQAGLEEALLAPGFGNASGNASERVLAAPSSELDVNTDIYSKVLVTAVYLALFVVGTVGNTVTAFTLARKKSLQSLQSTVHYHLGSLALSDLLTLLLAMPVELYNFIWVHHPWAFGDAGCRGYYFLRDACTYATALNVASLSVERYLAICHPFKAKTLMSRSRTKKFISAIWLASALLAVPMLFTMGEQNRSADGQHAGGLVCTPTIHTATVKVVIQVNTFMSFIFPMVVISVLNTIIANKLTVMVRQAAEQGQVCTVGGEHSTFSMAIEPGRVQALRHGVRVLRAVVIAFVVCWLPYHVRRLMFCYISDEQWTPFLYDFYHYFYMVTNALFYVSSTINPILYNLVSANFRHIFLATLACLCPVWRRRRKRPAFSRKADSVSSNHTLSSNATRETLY
# WT yeast gro inh = growth inhibition of WT strain, primary screen, mitochondrial fusion inhibitor project, WT and mutant strains, chemical genetic. mitochondrial fusion phenotypic screen. inhibition, % at 10 µM. actives 2.1% (n = 190,000). AID 1362, 2008; in the data active = inhibition above about 58%; tested in S. cerevisiae
# NS5 inhibitors = Dengue-2 NS5 methyltransferase inhibitors, primary screen, biochemical, confirmation dose response (AID 588689); one-dose inhibition, % at 25 µM; IC50 in µM for titrated hits; Genome polyprotein (Dengue virus type 2 (strain 16681-PDK53)); Dengue-2 NS5 methyltransferase capping enzyme assay, biochemical; higher % means a stronger effect; actives 0.3% (n = 340,000); in the data active = a potency from the dose series; inconclusive = inhibition above about 29% without an active follow-up result
# RSV CPE inhibition = RSV antiviral activity via CPE protection, HEp-2 cells, primary 10 µM value included (AID 2391); one-dose CPE inhibition, % at 10 µM; IC50 in µM for titrated hits; HEp-2 cells, RSV-induced CPE inhibition; higher % means a stronger effect; actives 0.13% (n = 310,000); in the data active = a potency from the dose series; inconclusive = CPE inhibition mostly from about 23% at the one dose, without a potency; inactive = the rest, 99 in 100 with CPE inhibition below about 21%; note: strong numbers were not always called active
# AID2073 = inhibitors of Mint1-CaV2.2 protein interaction, biochemical, HTRF (AID 2073); inhibition, % at 20 µM, or IC50 in µM where a hit was titrated; actives 0.19% (n = 290,000); HTRF protein-protein interaction, Mint1-CaV2.2; higher % means a stronger effect; Voltage-dependent N-type calcium channel subunit alpha-1B (Homo sapiens); in the data active = inhibition mostly above about 51%, no sharp cut-off; inconclusive = no clear call, values can overlap the other calls; inactive = mostly below about 53%; note: some results filed as inactive read as strong as hits
# GPR35 antagonists = GPR35 antagonists blocking zaprinast-driven arrestin recruitment, primary screen, imaging, U2OS, beta-arrestin-GFP, zaprinast agonist (AID 2058). G-protein coupled receptor 35 (Homo sapiens). U2OS GPR35 beta-arrestin-GFP translocation imaging, zaprinast antagonism; higher % means a stronger effect. one-dose inhibition, % at 10 µM; IC50 in µM for titrated hits. actives 0.052% (n = 290,000);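 active = inhibition of at least 50% with at least 30 cells and total cytoplasm GFP at most 10,000,000; inconclusive = under 30 cells or total GFP of 10,000,000 plus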
# UTI89 phage lysis = inhibition of K1F phage lysis, E. coli UTI89, bacterial capsule biogenesis inhibitors, alamar blue (AID 488966); one-dose inhibition, % at 100 µM; IC50 in µM for titrated hits; E. coli UTI89 K1F phage lysis, alamar blue, 2 h; higher % means a stronger effect; actives 0.02% (n = 340,000);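 active = phage lysis inhibition, versus mean bacterial control, above a set limit; inconclusive = no clear call, values can overlap the other calls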;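 note: capsule biogenesis inhibitors block K1F phage lysis so surviving cells raise fluorescence; higher fluorescence means more inhibition of phage lysis; actives were called in the ten point dose series up to 300 µM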
# Autophagy mod = autophagy modulators in MEF cells, primary screen, imaging, high-content, MEF GFP-LC3; MEF GFP-LC3 puncta imaging; test concentration mostly 10 µM; calls only at 10 µM (by protocol); actives 0.98% (n = 190,000); AID 463193, 2010;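 active = percentage of spot-positive cells more than 3 SD above its plate mean, without a fluorescence outlier flag or 80% toxicity; inconclusive = no clear call, values can overlap the other calls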;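 note: spot-positive cell cutoff set from DMSO-treated cells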
# WT yeast gro inh mutant strain = also measured in WT yeast gro inh; calls as there; inhibition, %; mitochondrial fusion phenotypic screen, mutant strain inhibition
# Autophagy mod cell loss 18 h = also measured in Autophagy mod; calls as there; toxicity, %; measured here: cell loss, nuclei count;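 cell loss after 18 h compound exposure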
# NTR1 agonist cell count 20 µM = second read-out of NTR1 agonist, no call of its own (marks repeat the call); cell count; measured here: cell count, cytotoxicity flag
# NS5 inhibitors pilot replicate = second read-out of NS5 inhibitors, no call of its own (marks repeat the call); inhibition, %; measured here: pilot screen replicate inhibition
# The depositor's hits bear a star; i = inactive; ? = inconclusive; nt = not tested or not shown; [ ] = dose if it differs, or a comment. An unsorted share of the library; any-hit rate near 2.6%.
SMILES,LYP phosphatase,NTR1 agonist,NTR1 agonist cell count 20 µM,WT yeast gro inh,WT yeast gro inh mutant strain,NS5 inhibitors,RSV CPE inhibition,AID2073,GPR35 antagonists,UTI89 phage lysis,Autophagy mod,Autophagy mod cell loss 18 h,others
O=C(CCn1c(=S)[nH]c2ccccc2c1=O)NCCCN1CCCC1=O,-7%,0.1,68,-5,-6,8%,0.9%,-25%,-2%,-0.3%,i,2,NS5 inhibitors pilot replicate=-0.3
C=CCn1cnc2c(sc3nc(C)cc(C)c32)c1=O,-6%,-0.3,40,nt,nt,-10%,-0.4%,-1%,-8%,0.7%,nt,nt,
O=c1cc(/C=C/c2cccs2)[nH]c2ccccc12,6%,0.9,52,-15,4,0%,2.4%,1%,-2%,0.8%,i,12,
COc1cc(C(=O)N2CCC(NC(=O)C(Cc3ccccc3C)NC(C)=O)CC2)cc(OC)c1OC (centres undefined),1%,-1.2,80,1,2,-1%,0.9%,-3%,-4%,3.3%,i,13,
OCCC1CN(Cc2ccc3nsnc3c2)CCN1C1CCCCC1 (centres undefined),-4%,-1.5,89,11,10,-4%,0.6%,-1%,0%,0.3%,i,20,
O=C(Nc1ccc(F)cc1F)c1cccc(C(=O)Nc2ccc(F)cc2F)n1,-12%,2.0,71,nt,nt,-9%,-1.6%,47%,-3%,0.9%[50 µM],nt,nt,
COCCC(C(=O)Oc1c(C(C)(C)C)cc(C)cc1C(C)(C)C)c1ccccc1 (centres undefined),nt,-0.9,64,nt,nt,7%,0.8%,nt,nt,-0.2%,nt,nt,
CCC(=O)Nc1ccc(NC(=O)CSc2nnnn2C(C)C)cc1,-2%,-2.2,86,2,2,-3%,0.7%,4%,-6%,0.6%,i,-5,
CC(=O)Nc1ccc(NC(=O)CC2Nc3cccc4cccc(c34)NC2=O)cc1 (centres undefined),-6%,-0.5,48,-16,-15,46%,nt,43%,16%,-0.2%,i,9,
O=C(Nc1cccc(NC(=O)c2cccs2)c1)c1ccc2c(c1)OCO2,2%,0.0,62,-13,-8,6%,7.1%,-4%,7%,0.4%,i,34,
C=C1CC2C3CC[C@@]4(OCOC45COCO5)[C@@]3(C)C(O)CC2[C@@]2(C)CCC(=O)C=C12 (some centres undefined),-4%,3.8,53,0,-20,-11%,2.9%,0%,4%,5.1%,i,1,
CSc1ccccc1C(=O)N1CCC(CCC(=O)NCc2ccc(F)cc2)CC1,-7%,4.9,46,nt,nt,-5%,0.9%,0%,-2%,1.6%[50 µM],nt,nt,
C=C(C)Cc1c(C)c(C#N)c2nc3ccccc3n2c1N1CCCCC1,-1%,10,83,-2,-3,-2%,0.1%,25%,4%,0.8%,i,5,
CCOC(=O)c1sc(NC(=S)NC(=O)C2CC2)cc1C,-11%,1.6,60,6,-5,-4%,1.6%,14%,13%,0.1%,i,-6,
OCC[C@@H]1C[C@H](O)[C@@H](O)[C@]2(CCc3ccccc3O2)O1,-12%,1.8,83,nt,nt,1%,-0.7%,-3%,-4%,1.4%,nt,nt,
COc1ccc(S(=O)(=O)NC(C(=O)NCCc2ccccn2)C(C)C)cc1 (centres undefined),-2%,-2.4,48,-19,-27,1%,0.0%,14%,-13%,0.8%,i,5,
COC(=O)c1c(NC(=O)CN2CCN(c3ccccc3OC)CC2)c2c(C)cccc2n1C,-1%,3.7,60,-3,2,nt,nt,-3%,-15%,nt,i,-1,
CCOc1ccccc1/C=N/Nc1cc(C)nc2ccc(C)cc12,-5%,3.7,58,nt,nt,0%,3.4%,-4%,-1%,-2.0%,nt,nt,
CCCCCn1c(SCC(=O)OCC)nc2cc(C(=O)NCc3ccco3)ccc2c1=O,2%,6.2,57,-10,3,-5%,-1.1%,17%,4%,3.0%,i,-35,
CCOc1cccc(OCCCOc2cccc3cccnc23)c1,6%,5.7,60,61*,26*,-1%,2.4%,8%,12%,11%,i,-4,
CCCOc1ccc(N2C(=O)C/C(=C\c3ccccc3)C2=O)cc1,-6%,0.9,49,nt,nt,nt,0.7%,22%,-1%,nt,nt,nt,
O=C(N/N=C/c1ccc([N+](=O)[O-])cc1)c1cc(C2CC2)[nH]n1,-8%,0.3,69,nt,nt,-3%,5.8%,-1%,-16%,0.3%[50 µM],nt,nt,
COc1ccc(Cl)cc1S(=O)(=O)NCCCn1ccnc1,-8%,1.0,59,nt,nt,-5%,0.2%,3%,1%,1.3%,nt,nt,
COc1ccc(NC(=O)COC(=O)C2CCC(C(C)(C)C)CC2)c([N+](=O)[O-])c1 (centres undefined),0%,15,51,19,-19,-6%,1.0%,7%,5%,-0.4%,i,-1,

# 4 compounds drawn at random from those above, as already listed:
SMILES,LYP phosphatase,NTR1 agonist,NTR1 agonist cell count 20 µM,WT yeast gro inh,WT yeast gro inh mutant strain,NS5 inhibitors,RSV CPE inhibition,AID2073,GPR35 antagonists,UTI89 phage lysis,Autophagy mod,Autophagy mod cell loss 18 h,others
O=C(N/N=C/c1ccc([N+](=O)[O-])cc1)c1cc(C2CC2)[nH]n1,-8%,0.3,69,nt,nt,-3%,5.8%,-1%,-16%,0.3%[50 µM],nt,nt,
O=C(CCn1c(=S)[nH]c2ccccc2c1=O)NCCCN1CCCC1=O,-7%,0.1,68,-5,-6,8%,0.9%,-25%,-2%,-0.3%,i,2,NS5 inhibitors pilot replicate=-0.3
CCC(=O)Nc1ccc(NC(=O)CSc2nnnn2C(C)C)cc1,-2%,-2.2,86,2,2,-3%,0.7%,4%,-6%,0.6%,i,-5,
C=C1CC2C3CC[C@@]4(OCOC45COCO5)[C@@]3(C)C(O)CC2[C@@]2(C)CCC(=O)C=C12 (some centres undefined),-4%,3.8,53,0,-20,-11%,2.9%,0%,4%,5.1%,i,1,

# (next part)
SMILES,LYP phosphatase,NTR1 agonist,NTR1 agonist cell count 20 µM,WT yeast gro inh,WT yeast gro inh mutant strain,NS5 inhibitors,RSV CPE inhibition,AID2073,GPR35 antagonists,UTI89 phage lysis,Autophagy mod,Autophagy mod cell loss 18 h,others
OC(COCc1ccco1)CN1CCN(C(c2ccccc2)c2ccccc2)CC1 (centres undefined),2%,0.1,51,10,-4,1%,-0.6%,5%,-5%,0.2%,i,16,
CCc1cc(C(=O)N(CC)CC(=O)Nc2ccc(OC)cc2)sc1C,nt,1.7,47,nt,nt,-4%,0.3%,nt,nt,2.0%[50 µM],nt,nt,
COc1ccc(N2C(=O)CCC(C(=O)N3CCCCC3)C2c2ccc(OC)c(OC)c2)cc1 (centres undefined),-2%,-1.3,76,7,-8,-4%,0.3%,31%,-7%,0.4%,i,-5,
CC1(NC(=O)CSc2nnc(-c3ccco3)n2Cc2ccccc2)CCS(=O)(=O)C1 (centres undefined),nt,4.3,50,nt,nt,-9%,0.0%,nt,nt,0.2%[50 µM],nt,nt,
Cc1nn(Cc2ccc(Cl)cc2Cl)c(Cl)c1/C=N/NC(=O)CNc1cccc(C(F)(F)F)c1,5%,11,89,14,7,nt,0.2%,1%,21%,nt,i,16,
CC(C)C(=O)NC(=S)Nc1sc2c(c1C(N)=O)CCCC2,2%,8.3,49,-8,-10,-2%,7.6%,-18%,-2%,4.1%,i,4,
COc1ccc(F)cc1S(=O)(=O)NC(Cc1ccccc1)C(N)=O (centres undefined),-2%,-1.3,85,-20,-20,5%,2.5%,14%,20%,6.7%,i,-16,
Cc1cc2c(=O)n(C)c(SCC(=O)Nc3ccccc3C)nc2s1,nt,0.1,47,nt,nt,-9%,13%,nt,nt,0.7%[50 µM],nt,nt,
COc1ccc2nc3cc(Cl)ccc3c(C#N)c2c1,-10%,4.9,50,nt,nt,4%,-1.2%,14%,-10%,1.2%[50 µM],nt,nt,
CC1CCCC(NC(=O)CSc2nncs2)C1C (centres undefined),nt,1.1,51,nt,nt,0%,1.6%,nt,nt,0.7%[50 µM],nt,nt,
CC(=O)OCc1c(COC(C)=O)[n+](=O)c2ccccc2n1[O-],2%,1.4,67,10,8,-2%,5.7%,-2%,-17%,-0.4%,i,-4,
CCOC(=O)C1=C(C)NC(=O)NC1c1ccc(-c2ccccc2F)o1 (centres undefined),0%,-0.1,61,-7,-10,-6%,1.6%,22%,-14%,0.2%,i,-2,
COc1ccc(CCNC(=O)c2ccc(=O)[nH]c2)cc1OC,-8%,-1.1,101,nt,nt,4%,5.5%,14%,2%,0.3%,nt,nt,
COCCNC(=O)C(c1ccc(C)cc1)N(C(=O)CCC(=O)Nc1ccccn1)C1CCCCC1 (centres undefined),-8%,-1.1,51,nt,nt,2%,0.7%,7%,-4%,0.1%,nt,nt,
Cc1cc(C)cc(N(C(C)C(=O)NCc2ccc3c(c2)OCO3)S(C)(=O)=O)c1 (centres undefined),-3%,2.8,56,-4,4,7%,-1.9%,-3%,-2%,1.2%,i,-42,
O=C(O)c1ccc(COc2ccc3c(c2)CCC3)cc1,-3%,0.6,63,nt,nt,-6%,5.5%,9%,12%,0.3%,nt,nt,
CCOC(=O)c1c(NC(=O)CN2CCN(C(=O)c3ccco3)CC2)sc(C)c1C,-5%,4.5,55,nt,nt,3%,13%,-5%,3%,-0.3%,nt,nt,
O=C(COc1ccc([N+](=O)[O-])cc1)N/N=C/c1cc([N+](=O)[O-])ccc1N1CCOCC1,4%,-0.3,88,9,9,-4%,4.5%,3%,-17%,0.1%,i,5,
CN1CCc2c(sc(NC(=O)c3cc(Cl)sc3Cl)c2C(N)=O)C1,-4%,-0.9,91,nt,nt,nt,-2.1%,-6%,-4%,nt,nt,nt,
O=S(=O)(c1cnc(Cl)c(Cl)c1)N1CCN(c2ncccn2)CC1,-4%,1.9,54,nt,nt,4%,-1.0%,12%,-1%,-0.5%[50 µM],nt,nt,
CCOC(=O)N1CCN(C(=O)CN2C(=O)COc3ccc(C(C)(C)C)cc32)CC1,-4%,3.3,47,-2,-15,-4%,1.3%,6%,2%,2.9%,i,-40,
C=CCn1c(SCC(=O)N2CC(=O)Nc3ccccc32)nc2scc(-c3cccs3)c2c1=O,1%,4.0,72,-26,-27,-1%,?,7%,-12%,0.2%,i,15,

# Source: PubChem BioAssay (several laboratories)
